Bioassay records deposited in PubChem by NCI.
All columns: NCI-60 one-dose screen, growth in % after 48 h at 10 µM unless noted; 100 = growth as untreated, 0 = no growth, -100 = all killed.
A549/ATCC = A549/ATCC NSCLC | hit rate 3.7% among 81,000 | AID 1794740
HOP-92 = HOP-92 NSCLC cells; hit rate 6.3% among 71,000; AID 1794738
HOP-62 = HOP-62 NSCLC; AID 1794735; hit rate 3.9% among 80,000
RPMI-8226 = RPMI-8226 leukemia cells. hit rate 7.5% among 77,000. AID 1794781
CCRF-CEM = CCRF-CEM leukemia; hit rate 7% among 77,000; AID 1794778
EKVX = EKVX NSCLC; hit rate 3% among 71,000; AID 1794765
M14 = M14 melanoma. hit rate 6.2% among 80,000
MOLT-4 = MOLT-4 leukemia cells; hit rate 6.9% among 80,000
* hit, by the source's call; x = no result given; & = joins results of further samples; [ ] = another dose, or the depositor's remark. How the source made its calls: active means growth percent below 10; inactive means the rest.

molecule	A549/ATCC	HOP-92	HOP-62	RPMI-8226	CCRF-CEM	EKVX	M14	MOLT-4
COc1cc2c(cc1OC)-c1ccc3cc4c(cc3c1N(CCCN1CCN(C)CC1)C2)OCO4	81	60	79	60	50	95	85	54
Cl/C=C(/Cl)c1ccccc1	98	92	118	102	98	105	111	112
CCCCCCCCCCCCCCC(=O)N[C@@H](CCC(=O)N[C@@H](CSc1ccc([N+](=O)[O-])cc1[N+](=O)[O-])C(=O)NCC(=O)OCC)C(=O)Oc1ccccc1C1CC(=O)c2ccccc2O1 (some centres undefined)	108	104	90	105	102	92	102	107
O=C(C[n+]1ccc2ccccc2c1)c1ccc(Br)cc1	97	69	82	94	94	92	87	93
CCOC(=O)c1cc(C(=O)c2ccccc2)n2c1ccc1c3ncccc3ccc12	93	101	86	97	94	92	95	96
CCN1C(=O)N(CC)C2C1NN=c1s/c(=C\c3cccc([N+](=O)[O-])c3)c(=O)n12 (centres undefined)	20	55	40	23	11	50	12	16
O=C(NO)c1ccc(CN2CC(=O)N(Cc3ccccc3)[C@H](Cc3ccccc3)C2=O)cc1	95	102	88	59	72	88	90	77
O=C(O)CC1CC(O)CCC1=O (centres undefined)	101	x	99	112	x	x	102	21
N/N=C1/C(=O)c2cccc3cccc1c23	109	x	95	x	94	92	109	90
Brc1ccc2[nH]cc(-c3nn4cc(-c5nccs5)nc4s3)c2c1	4.8*	-28*	13	4.6*	17	65	13	16
O=S(=O)(O)c1cccc2c(N=Nc3ccc(N=Nc4ccc(Nc5ccccc5)c5c(S(=O)(=O)O)cccc45)c4ccccc34)cccc12	91&60	87&65	102&69	96&75	96&54	106&68	102&85	87&63
N#Cc1cnn(C(=O)CSc2nnc3sc4ccccc4n23)c1N	107	73	106	106	106	98	103	108
CC1=NC(c2ccc(Cl)cc2)C2=C(N1)/C(=C/c1ccc(Cl)cc1)CCC2 (centres undefined)	89	86	106	-2.0*	79	x	65	75
c1ccc(-n2ncc3c(-n4cncn4)ncnc32)cc1	97	x	96	99	89	79	105	89
COc1cc2cc3c(=O)n4c(cc5cc(Cl)ncc54)c(=O)n3c2cn1	95	104	96	95	84	x	102	98
COc1ccc(/C=C2/N=C3N(N=C(N)N3c3ccccc3)C2=O)cc1	107	97	91	100	95	98	101	97
N/C(=N\C(N)=N\c1nc2ccccc2s1)c1ccccc1F	104	x	93	110	91	89	95	80
COc1ccc(/C=N\NC(=O)CN2CCN(c3cc4c(cc3F)c(=O)c(C(=O)N/N=C/c3ccc(OC)cc3)cn4C3CC3)CC2)cc1	83	92	97	69	81	72	92	60
Cc1ccccc1C(N)=O	103	90	101	105	105	x	103	99
O=c1oc2ccccc2cc1-c1nn(-c2ccccc2)cc1/C=N/Nc1nc(-c2ccccc2)c(N=Nc2ccccc2)s1	50	80	72	63	70	82	45	54
COc1ccc(NC(=O)Nc2ccc(-c3cccnc3)cc2N2CCC(CO)CC2)cc1	41	78	54	54	95	60	63	93
COc1cc([N+](=O)[O-])c(OC)cc1I	82	112	104	104	100	96	99	102
Cc1ccc(-c2nc(Nc3cccc(S(N)(=O)=O)c3)c3ccccc3n2)cc1	97	x	104	92	100	93	92	96
CCCCN(CCCC)S(=O)(=O)c1ccccc1	121	72	95	96	101	110	103	139
N#Cc1c(-c2ccc(Cl)cc2)nc(NCCO)[nH]c1=O	94	92	89	x	113	157	95	99
COc1cc(/C=C2\C(=O)Nc3cc(Cl)ccc32)ccc1OCc1ccccc1	109	95	100	105	101	83	x	95
C=C(C)[C@@H]1CC[C@@]23O[C@@H]2C(=O)C[C@@H](C)[C@]3(C)C1	100	95	97	x	98	100	95	103
CCn1cc(C(=O)O)c(=O)c2cc(F)c(N3CCN(C(=O)CSc4nc(-c5ccccc5)c(C#N)c(=O)[nH]4)CC3)cc21	100	77	83	100	99	103	93	96
O=c1[nH]c(=S)[nH]c(O)c1/C=C1\C=c2ccccc2=N\C1=N\c1nc2ccccc2s1	99	100	98	111	109	97	101	104
CCC12OC(COc3ccccc3)CN1CCN2c1ccccc1 (centres undefined)	94[100 µM]	97[100 µM]	99[100 µM]	94[100 µM]	101[100 µM]	95[100 µM]	103[100 µM]	95[100 µM]

Results in MOLT-4, HOP-62 and CCRF-CEM, for some of the entries so far:
Compound	MOLT-4	HOP-62	CCRF-CEM
O=C(C[n+]1ccc2ccccc2c1)c1ccc(Br)cc1	93	82	94
COc1ccc(/C=C2/N=C3N(N=C(N)N3c3ccccc3)C2=O)cc1	97	91	95

Additional entries
molecule	A549/ATCC	HOP-92	HOP-62	RPMI-8226	CCRF-CEM	EKVX	M14	MOLT-4
COc1ccc(/C=C/c2nc(Nc3ccc(S(=O)(=O)Nc4ncccn4)cc3)c3ccccc3n2)cc1	80	62	87	90	95	93	91	106
COc1ccc2c(c1OC)C(=O)N1c3ccccc3N=C(c3ccc(C)cc3)CC21 (centres undefined)	99	108	103	83	86	x	98	103
CCCCC1CCCCN1C(=O)OC (centres undefined)	108	90	99	100	102	101	108	113
O=C1Nc2ccccc2C1=O	114	93	89	98	103	107	102	99
O=C(O)CCC(=O)c1cccc([N+](=O)[O-])c1	99	73	95	94	x	90	109	100
CCS(=O)(=O)C(C(OC(C)=O)C(OC(C)=O)C(OC(C)=O)C(COC(C)=O)OC(C)=O)S(=O)(=O)CC (centres undefined)	102	106	106	107	111	97	108	111
O=C(O)c1ccccc1C(=O)c1ccc(I)cc1	98	78	89	98	100	98	98	94
CSCc1ccc(CSC)cc1	108	85	103	94	94	103	97	94
O=C(O)c1cn(C2CC2)c2cc(N3CCN(C(=O)N4CCCC4)CC3)c(F)cc2c1=O	90	88	96	107	88	97	97	99
O=C(N/N=C/c1ccccc1O)c1cc(C(=O)N/N=C/c2ccccc2O)[nH]n1	95	90	77	115	78	96	104	53
Nc1c2c(nc3ccc(F)cc13)CC(c1ccc(Cl)cc1)CC2=O (centres undefined)	104	105	110	92	91	100	93	98
CC(=O)Nc1cccc(C(=O)NC(=S)Nc2ccc(C(=O)O)cc2)c1	104[100 µM]	103[100 µM]	100[100 µM]	109[100 µM]	102[100 µM]	116[100 µM]	109[100 µM]	117[100 µM]
c1cn2cc(-c3ccc4c(c3)ncn4C3CCCCC3)nc(-c3ccc4ncn(C5CCCCC5)c4c3)c2n1	75	x	83	29	54	94	93	43
COc1cc2c(cc1OCCCN1CCN(c3ncnc4ccccc34)CC1)N=CC1CCCN1C2=O (centres undefined)	-2.4*	x	4.1*	x	-46*	-39*	-47*	-44*
CCN(CC)CCCC(C)Nc1c2c(nc3ccc(OC)cc13)CCCC2 (centres undefined)	108	84	88	100	96	91	100	95
O=C(COc1ccc(Cl)cc1Cl)N1N=C(c2ccc(Cl)cc2Cl)CC1(O)c1cc(F)c(Cl)cc1Cl (centres undefined)	107	85	105	144	125	88	94	-48*
CSc1nc2ccccc2n1C	100	103	97	116	x	89	99	100
Cc1cccc(-c2cccc(C)n2)n1	112	92	108	108	127	105	117	90
Nc1cc([N+](=O)[O-])ccc1S(=O)(=O)O	92	86	93	105	102	105	97	87
CCN1C(=O)/C(=C/c2ccc(Cl)cc2)SC1=S	98	113	110	106	x	102	103	x
CCOC(=O)Sc1ncnc2nc[nH]c12	104	12	17	x	13	98	14	4.0*
NC(=O)C(=CNC(=S)N=Nc1c(O)[nH]c2ccccc12)C(N)=O	102	94	83	104	114	86	97	99
COC(=O)[C@]12CC[C@@H](C)[C@H](C)[C@@H]1C1=CC[C@@H]3[C@@]4(C)C(C=O)=C[C@@](C)(CO)C4=CC[C@@]3(C)[C@]1(C)CC2	29	38	84	13	19	34	29	8.6*
CCOC(=O)Nc1cc(C(F)(F)F)cc(C(F)(F)F)c1	100	92	101	99	97	96	96	106
NC(=O)c1cc2c3ccccc3ccn2c1-c1ccccc1	23	33	24	7.0*	2.8*	14	11	7.0*
O=C(CSc1oc(-c2ccccc2)nc1S(=O)(=O)c1ccccc1)Nc1ccc(F)cc1	77	2.5*	86	56	85	78	90	73
COc1cc2c(c(OC)c1OC)C(=O)CC(c1cccc(NC(=O)c3cc(N)ccc3C)c1)O2 (centres undefined)	84	87	95	79	59	90	94	48
C=C(C)[C@@H]1CC[C@]2(C=O)CC[C@]3(C)[C@H](CC[C@@H]4[C@@]5(C)Cc6c([nH]c7ccccc67)C(C)(C)[C@@H]5CC[C@]43C)[C@@H]12	104	102	102	104	109	101	105	89
c1ccc2c(-c3nn4cc(-c5ccc6c(c5)OCCO6)nc4s3)c[nH]c2c1	95	x	106	95	86	89	94	97
CN(C)c1ccc(/C=C\c2cccc[n+]2C)cc1	21	x	48	4.0*	50	23	70	74

The closing 3 compounds of the section before are carried over, then new ones follow.
molecule	A549/ATCC	HOP-92	HOP-62	RPMI-8226	CCRF-CEM	EKVX	M14	MOLT-4
C=C(C)[C@@H]1CC[C@]2(C=O)CC[C@]3(C)[C@H](CC[C@@H]4[C@@]5(C)Cc6c([nH]c7ccccc67)C(C)(C)[C@@H]5CC[C@]43C)[C@@H]12	104	102	102	104	109	101	105	89
c1ccc2c(-c3nn4cc(-c5ccc6c(c5)OCCO6)nc4s3)c[nH]c2c1	95	x	106	95	86	89	94	97
CN(C)c1ccc(/C=C\c2cccc[n+]2C)cc1	21	x	48	4.0*	50	23	70	74
O=C1OC(=O)[C@H]2[C@@H]3CC[C@@H](C3)[C@@H]12	98	x	102	x	x	x	108	87
CC1=NN(c2ccc(S(=O)(=O)O)cc2)C(=O)C1N=Nc1ccc(C)c(S(=O)(=O)Nc2ccccc2)c1 (centres undefined)	101	66	101	86	104	132	104	106
CC[C@]12C=CCN3CC[C@@]4(c5ccc(OC)cc5N(C)[C@H]4[C@@](O)(C(=O)OC)[C@@H]1OC(=O)CCC[P+](c1ccccc1)(c1ccccc1)c1ccccc1)[C@@H]32	13	-40*	2.6*	-13*	11	10	18	5.4*
COc1cc2cc(Sc3ccc(NC(=O)c4ccc(Cl)c(C(F)(F)F)c4)cc3)c(C)nc2cc1OC	98	91	100	85	34	99	116	95
CCOC(=O)c1cnc2ccc(Cl)cc2c1NCCCN(C)C	4.1*	41	8.6*	-3.5*	-5.0*	x	2.9*	-5.6*
CC1(C)[C@@H](NCO)CC[C@]2(C)[C@H]3C(=O)C=C4[C@@H]5C[C@](C)(CO)CC[C@]5(C)CC[C@@]4(C)[C@]3(C)CC[C@@H]12	60	52	85	-1.5*	70	76	26	17
COc1ccc(/C=C/C(=O)c2ccc(O)c(CN3CCN(c4cc5c(cc4F)c(=O)c(C(=O)O)cn5C4CC4)CC3)c2)cc1	22	10	19	-3.5*	29	57	31	46
COc1ccc(-c2nc3ccc(-c4nnc(SCC(=O)Nc5ccccc5)o4)cc3[nH]2)cc1	107	121	108	106	x	109	x	85
COc1cc(CNC(=O)/C=C/C=C/c2ccc3c(c2)OCO3)ccc1OCc1cn(-c2ccccc2)nn1	86	58	95	84	101	91	83	85
CCCCCCCCCCCCCCCCOc1cccc(C=O)c1	81	x	x	112	129	68	112	106
COc1ccc(Cn2cc(C(=O)N=Nc3c(O)[nH]c4ccc(C)cc34)nn2)cc1	98	121	112	105	98	108	109	88
COc1cc(/C=C/C(=O)/C=C(/C=C/c2ccc(OC(C)=O)c(OC)c2)OB(F)F)ccc1OC(C)=O	83	63	103	14	1.1*	76	34	3.6*
COc1cccc(NC(=O)Cn2cc3c(=O)oc4ccccc4c3n2)c1	105	94	116	98	102	x	101	111
CCCCOS(=O)(=O)c1ccccc1	116	122	97	126	110	108	112	166
COc1ccc2nc3cc(Cl)ccc3c(Nc3ccc(C(=O)O)c(O)c3)c2c1	104	110	124	100	95	97	115	107
CN(C)c1ccc(CSc2ccccc2)cc1	98	80	99	95	104	98	112	124
CN(C)c1ccc(C(=O)C(=O)c2ccc(N(C)C)cc2)cc1	100	92	x	108	106	91	98	104
CN1CCN(c2nc(Nc3ccc(O)cc3)nc3ccccc23)CC1	43	90	74	33	93	x	50	98
Nc1ccccc1C1(c2ccccc2)N=C(c2ccccc2)c2ccccc2N1 (centres undefined)	88	85	97	x	86	93	95	95
O=C(c1ccccc1)c1cn(C2CCCCC2)c(-c2ccccc2)c1NC1CCCCC1	83	41	103	72	84	71	82	89
COc1ccc(-c2nn(-c3cccc(Cl)c3)cc2-c2cc(-c3cccs3)[nH]c(=S)n2)cc1	40	94	x	x	40	45	34	22
C=C(C)[C@@H]1C[C@H](O)Cc2cc(F)ccc2N1	97	96	87	75	-63*	87	89	-28*
Cc1cc(O)ccc1N=O	57	95	95	x	98	107	91	80
O=C(O)C1Cc2nc[nH]c2CN1CO (centres undefined)	94	113	101	104	105	x	95	102
O=C1C(c2nnc(-c3ccccc3)n2-c2ccc(Cl)cc2)=C(O)c2ccccc21	98	80	79	96	88	102	106	76
CN1c2ccccc2C(=O)N(NC(=O)Nc2ccc(F)cc2)C1c1ccccc1 (centres undefined)	112	106	98	84	99	89	81	77
Cc1cccc2c(=O)c3ccccc3oc12	106&99	103	113&87	107&108	98&102	82	109&93	105&96
c1ccc2c(c1)Oc1ccccc1C2C1c2ccccc2Oc2ccccc21	88	95	90	103	98	85	99	79
CC(C)(C)NC(=S)NC(C)(C)C	108	94	94	93	103	102	93	91
O=CNc1ccc2c(c1)Cc1cc(NC=O)ccc1-2	101	x	97	103	99	x	108	91
Nc1cccc(/C=C/c2ccncc2)c1	98	x	134	97	102	98	113	113
